# PGC1a acetyl inh: PGC1a acetylation modulation, inhibitor mode. AID 651687. U2OS PGC1a acetylation, AlphaScreen anti-acetyl-lysine; with virally co-expressed GCN5 acetyltransferase. 350,000 compounds, 0.17% hits. inhibition, % at 15.6 µM;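 active = every replicate shows inhibition of at least 40%; inconclusive = mean inhibition at least 40% but some replicate below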;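 note: 0% = neutral control wells and 100% = positive control wells; some results beyond the cut were filed as inactive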
# PglD DTNB: inhibitors of Campylobacter jejuni PglD acetyltransferase; purified PglD enzyme, DTNB colorimetric CoA detection; inhibition, % at 12.5 µM; 360,000 compounds, 0.098% hits; AID 602405; in the data active = inhibition above about 16%, passing the limit was not always enough; inconclusive = no clear call, values can overlap the other calls; note: strong numbers were not always called active
# Cneo AK release: causes C. neoformans cell lysis; adenylate kinase release luminescence, 4 h; normalised: neutral wells 0, clomiphene wells 100; lysis activity, % at 15 µM; 360,000 compounds, 0.2% hits;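 active = mean lysis activity across replicates of at least 80%, whatever share of replicates individually reach that level; inactive = mean lysis activity below 80%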
#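 Material – log-phase Cryptococcus neoformans yeast cells · Input – 5 × 10^6 yeast cells/mL · Medium – fresh YPD growth medium · Doses – single compound concentration per well · Timing – static 4 h at 37 °C with compound, 1 h detection · Detection – adenylate kinase release luminescence · Read-out – signal increase indicating cell lysis · Control set – Clomiphene as positive lysis control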
# C2C12 statin: suppressors of simvastatin-induced myotoxicity in C2C12 myotubes; ATP luminescence, 48 h; scaled: DMSO 0, geranylgeraniol control 100; rescue of ATP level, % at 7.49 µM; 330,000 compounds, 0.78% hits;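 active = mean ATP rescue above about 67%, or every replicate alone reaching that limit, limit read from the data, passing the limit was not always enough; inconclusive = no clear call, values can overlap the other calls; inactive = mean under the limit and some replicate under it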;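 note: myotubes were challenged with 10 µM simvastatin during compound exposure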
# CFTR F508del cor: CFTR F508del correction in bronchial cells | activity (quench increase), % at 7.58 µM | CFBE cells, YFP halide quenching; stimulated with forskolin plus potentiator P3; % fluorescence drop versus neutral controls | AID 720511 | 350,000 compounds, 0.36% hits;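 active = mean added fluorescence quench of at least 8% versus neutral control, with both replicates also reaching 8%; inconclusive = only one of the mean or replicate conditions met; inactive = mean below 8% and not both replicates reaching 8%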;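 note: cells transiently co-express mutant CFTR-F508del with the halide-sensitive YFP; corrector assay measuring rescue of mutant channel to the surface after 24 h compound exposure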
# miR-122 sensor: blocks miR-122 activity in Huh7 sensor cells; activation (reporter increase), % at 12.5 µM; Huh7 miR-122 Renilla luciferase sensor, 48 h; neutral wells = 0, positive control = 100; 340,000 compounds, 0.3% hits;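 active = mean replicate activation score at least 90 and every replicate individually at or above 90; inconclusive = only one of the two criteria met; inactive = neither criterion met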;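 note: higher luciferase means less miR-122 activity so hits act as miR-122 inhibitors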
# FN deposition inh: fibronectin deposition inhibition | 350,000 compounds, 0.086% hits | AH1F fibroblasts, Alexa488-fibronectin deposition fluorescence, overnight | inhibition, % at 12.6 µM;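 active = mean inhibition across replicates of 30% or more, regardless of how many single replicates reach that level; inconclusive = mean under 30% yet at least half of replicates reach 30%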;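 note: positive control wells lacked labelled fibronectin entirely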
#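 Material: AH1F fibroblast monolayer depositing Alexa488-labelled fibronectin into matrix / Amount: 10000 AH1F cells per well / Signal: fluorescence 485/525 nm / Medium: DMEM, 2% serum / Compound: single dose, pinned / Incubation: 1 h cell adhesion before compound, then overnight fibronectin incubation / Reagent: Alexa488-FN, 24 nM final / Read-out: inhibition of fibronectin deposition signal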
# INS-1E GSIS act: primary screen for activators of insulin secretion dependent on glucose, INS-1E cells, GLuc reporter luminescence; activation, % at 16.6 µM; AID 743287; INS-1E GLuc reporter insulin secretion, 2-3 h; 370,000 compounds, 0.61% hits;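 active = lowest replicate activation of at least 40%, so every replicate reaches that level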;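 note: 0% = median of neutral control wells and 100% = median of IBMX positive control wells; some compounds called inactive have numbers as strong as hits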
# Starred values were filed as active, the others as inactive; ? = inconclusive; nt = not tested or not shown; [ ] = remark or other dose. Compounds were not picked by outcome; any-hit rate near 2.1%.
SMILES,PGC1a acetyl inh,PglD DTNB,Cneo AK release,C2C12 statin,CFTR F508del cor,miR-122 sensor,FN deposition inh,INS-1E GSIS act
S=C1NC2(CCCC2)Nc2ccccc21,9,-2,51,nt,-1.0,7,3,3
N#Cc1ccc(C(=O)N2CCC3CC2c2cc(N4CCCCC4)ccc23)cc1 (stereo not given),0,4,-4,10,2.7,8,9,-7
COc1ccc(-c2csc3nc(-c4ccccc4F)oc(=O)c23)cc1,6,-2,7,-9,-0.1,-3,3,-7
O=C1CCN(CCc2ccccc2)CCN1[C@H](CO)c1ccccc1,0,7,6,9,-5.9,0,-3,nt
COc1ccc(CNC(=O)C(=O)NCC2OCCN2S(=O)(=O)c2ccc(OC)c(OC)c2)cc1 (stereo not given),nt,-1,3,6,1.5,nt,nt,26
CS(=O)(=O)Nc1ccc(C2=NN(C(=O)c3ccco3)C(c3ccco3)C2)cc1 (stereo not given),14,1,-1,-8,2.2,-1,nt,6
O=C(NNC(=O)c1cc2cc(Br)ccc2oc1=O)c1ccc(O)cc1,6,-3,-1,-1,nt,4,-7,-4
Cn1c(CNS(=O)(=O)c2ccc(F)cc2)n[nH]c1=S,-4,-4,2,-2,nt,-7,6,nt

# Two of the compounds above, with two lines to a compound:
# Under each structure: PGC1a acetyl inh, PglD DTNB, Cneo AK release, C2C12 statin, CFTR F508del cor, miR-122 sensor, FN deposition inh, INS-1E GSIS act
N#Cc1ccc(C(=O)N2CCC3CC2c2cc(N4CCCCC4)ccc23)cc1 (stereo not given)
→ 0, 4, -4, 10, 2.7, 8, 9, -7
COc1ccc(-c2csc3nc(-c4ccccc4F)oc(=O)c23)cc1
→ 6, -2, 7, -9, -0.1, -3, 3, -7

# Next compounds follow:
SMILES,PGC1a acetyl inh,PglD DTNB,Cneo AK release,C2C12 statin,CFTR F508del cor,miR-122 sensor,FN deposition inh,INS-1E GSIS act
O=C(C[C@@H]1CC[C@@H]2[C@H](COC[C@@H](O)CN2Cc2nccs2)O1)NCc1ccc(-c2ccccc2)cc1,-14,2,30,10,-2.3,0[16.7 µM],6,-1
CC(C)C(=O)Nc1ccc2c(c1)C(=O)N(C)[C@H]1CC[C@H](CC(=O)NC3CCCC3)O[C@H]1CO2,6,-3,-2,46,-1.2,5[16.7 µM],-8,-4
Cc1noc(C)c1C(=O)NC(C)C1CCCO1 (stereo not given),-1,3,2,-11,nt,-6,nt,nt
Cc1cccc(S(=O)(=O)N2C[C@@H](O)COC[C@@H]3O[C@H](CC(=O)NCc4ccc5c(c4)OCO5)CC[C@H]32)c1,2,2,4,-11,-2.1,2[16.7 µM],-7,3
Cc1ccc(S(=O)(=O)Nc2ccc3c(c2)C(=O)N([C@@H](C)CO)C[C@@H](C)[C@H](CN(C)Cc2ccncc2)O3)cc1,4,0,-3,5,-0.5,-1[16.7 µM],nt,-7
C=CCn1c(SC(C)C(=O)NCCC2=CCCCC2)nc2ccccc2c1=O (stereo not given),-18,2,-1,4,nt,0,nt,nt
CCOc1ccc(C(=O)c2cccs2)cc1,45,-3,4,1,nt,-6,-2,nt
COc1ccccc1CNC(=O)C1CC(c2ccccc2C(F)(F)F)=NO1 (stereo not given),nt,0,1,-8,0.0,5,0,2
O=C(COC(=O)c1cc(S(=O)(=O)N2CCCC2)ccc1O)Nc1ccc(SC(F)F)cc1,-1,-3,-1,34,0.0,-3,-3,-6
CCOC(=O)N1CCN(C(=O)c2n[nH]c(=O)c3ccccc23)CC1,-9,1,3,0,nt,-4,nt,nt
Cc1noc(C)c1NC(=O)N(C)C[C@H]1Oc2c(NC(=O)c3ccc(-c4nccs4)cc3)cccc2C(=O)N([C@H](C)CO)C[C@@H]1C,8,-1,-2,-18,-1.9,-2[16.7 µM],7,3
CCOC(=O)c1cnn(CCOC(=O)c2cccc(F)c2)c1NC(=O)c1cccc(F)c1,nt,-1,6,0,2.7,36,6,8
CC(C)C1C(=O)N(Cc2cn(CCC3OCCO3)nn2)CCS(=O)(=O)N1Cc1ccc(-c2ccc(Cl)c(Cl)c2)cc1 (stereo not given),-12,nt,nt,-9,7.5,-12,4,-31
CO[C@@H]1CN(C)C(=O)c2ccc(NC(C)=O)cc2OC[C@@H](C)N(C(=O)C2CCOCC2)C[C@@H]1C,4,60,-5,-10,-3.4,-25[16.7 µM],1,8
COc1ccc(S(=O)(=O)c2c(O)cc(C)c(NS(=O)(=O)c3ccccc3)c2C)cc1,nt,-6,3,0,1.0,nt,0,-3
Clc1cccc(Cl)c1CSc1nnc(/C=C/c2ccccc2)o1,1,10,-1,-11,nt,-8,nt,nt
C[C@@H]1CN([C@H](C)CO)C(=O)c2cc(NC(=O)Nc3ccc(F)cc3)ccc2O[C@@H]1CN(C)C(=O)Nc1cccc2ccccc12,-4,1,0,-6,1.3,-6[16.7 µM],3,-5
COc1ccc(N(CC(=O)NCCC2=CCCCC2)S(=O)(=O)c2ccccc2)cc1,-19,-3,-3,12,1.6,-9,-12,-56
COc1cc(/C=C/C(=O)O)cc(S(=O)(=O)Nc2ccc3cn[nH]c3c2)c1OC,nt,3,0,1,8.8*,nt,-6,9
CCNC(=O)C[C@H]1CC[C@@H]2[C@H](COC[C@@H](O)CN2C(=O)C2CCOCC2)O1,-1,-1,1,-26,0.8,-1[16.7 µM],0,2
Cc1ccc([C@H]2C[C@H](O)[C@@H](n3cc(-c4ccc(F)cc4)nn3)CN2Cc2cccs2)cc1,-21,-3,1,16,-4.7,2,8,4
CCc1ccc(-c2cc(C)no2)cc1S(=O)(=O)N1CCN(c2ccccc2OC)CC1,-7,-2,1,-17,-2.2,4,-2,27
CO[C@H]1CN(C)C(=O)c2ccc(NS(=O)(=O)CC(F)(F)F)cc2OC[C@@H](C)N(CC2CCCCC2)C[C@H]1C,-15,1,-2,7,-0.9,nt,-26,2
Cc1cccc(CN2CCCC(C(=O)N3CCCCC3)C2)c1 (stereo not given),12,-3,5,0,-0.6,1,1,4
COc1ccc(C(=O)N(CCc2ccccc2)Cc2cccs2)c(OC)c1,nt,1,7,9,0.2,19,-2,-5
CCOc1cc(N)c(Cl)cc1C(=O)NCC1CN(Cc2ccc(F)cc2)CCO1 (stereo not given),nt,-4,-2,7,-9.5,0,-1,-21
COc1ccc(-c2nnc(-c3ccc(OCC(C)C)cc3)o2)cc1,-9,3,0,nt,nt,-4,2,23
CN1C(=O)CCC1(O)c1ccccc1 (stereo not given),nt,4,9,nt,nt,-3,-2,nt
O=C(C[C@H]1C[C@H]2c3cc(NC(=O)c4cccnc4)ccc3O[C@H]2[C@H](CO)O1)NCc1cccc(F)c1,-6,0,-1,10,1.8,0[16.7 µM],-8,-3
CN(C)CC#Cc1ccc([C@@H]2[C@H](CO)N3CCCCN(C(=O)c4ccc5c(c4)OCO5)C[C@@H]23)cc1,1,5,-1,14,0.2,5[16.7 µM],nt,10
COC(=O)c1ccc(Cl)c(NC(C)=O)c1,?,-2,-1,2,nt,?,nt,2
CCCCNC(=O)Cn1nc(-c2ccc(C)cc2)ccc1=O,-3,6,-1,4,nt,5,nt,-17

# Brought forward from above: 4 compounds; new compounds follow.
SMILES,PGC1a acetyl inh,PglD DTNB,Cneo AK release,C2C12 statin,CFTR F508del cor,miR-122 sensor,FN deposition inh,INS-1E GSIS act
O=C(C[C@H]1C[C@H]2c3cc(NC(=O)c4cccnc4)ccc3O[C@H]2[C@H](CO)O1)NCc1cccc(F)c1,-6,0,-1,10,1.8,0[16.7 µM],-8,-3
CN(C)CC#Cc1ccc([C@@H]2[C@H](CO)N3CCCCN(C(=O)c4ccc5c(c4)OCO5)C[C@@H]23)cc1,1,5,-1,14,0.2,5[16.7 µM],nt,10
COC(=O)c1ccc(Cl)c(NC(C)=O)c1,?,-2,-1,2,nt,?,nt,2
CCCCNC(=O)Cn1nc(-c2ccc(C)cc2)ccc1=O,-3,6,-1,4,nt,5,nt,-17
C[C@@H]1CCCCO[C@H](CN(C)Cc2ccc(C(F)(F)F)cc2)[C@H](C)CN([C@@H](C)CO)C(=O)c2cc(NC(=O)c3ccccc3)ccc2O1,-2,-2,2,nt,5.2,21[16.7 µM],14,-23
COc1ccc(OC)c(S(=O)(=O)Nc2cc3c4c(c2)CCN4C(=O)CC3)c1,nt,-1,2,9,-3.1,143*,0,16
CCN1C(=O)/C(=C2\SC(=S)N(c3c(C)n(C)n(-c4ccccc4)c3=O)C2=O)c2ccccc21,-5,0,0,11,nt,-3,-9,-6
CCN1CCN(C(=O)C2CCN(S(=O)(=O)c3ccc(SC)cc3)CC2)CC1,-5,4,5,-4,1.1,-7,3,-4
CN(C)Cc1ccccc1Sc1ccc(O)cc1O,nt,6,-1,nt,nt,nt,7,9

# Quoted from the listing.
# COc1ccc(CNC(=O)C(=O)NCC2OCCN2S(=O)(=O)c2ccc(OC)c(OC)c2)cc1 (stereo not given) – Cneo AK release: 3
# C[C@@H]1CCCCO[C@H](CN(C)Cc2ccc(C(F)(F)F)cc2)[C@H](C)CN([C@@H](C)CO)C(=O)c2cc(NC(=O)c3ccccc3)ccc2O1 – PGC1a acetyl inh: -2
# CCN1C(=O)/C(=C2\SC(=S)N(c3c(C)n(C)n(-c4ccccc4)c3=O)C2=O)c2ccccc21 – INS-1E GSIS act: -6
# CC(C)C1C(=O)N(Cc2cn(CCC3OCCO3)nn2)CCS(=O)(=O)N1Cc1ccc(-c2ccc(Cl)c(Cl)c2)cc1 (stereo not given) – INS-1E GSIS act: -31

# Assay outcomes as filed in PubChem.
